# Compound activity (PubChem BioAssay)
# 14-3-3 PPI – 14-3-3 gamma protein interaction modulation; 160,000 tested, 0.19% active; inhibition, % at 40 µM; AID 422; P61981; FP, 14-3-3gamma / TMR-pS259-Raf peptide binding; in the data active means inhibition above about 30%;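 further: 0% = protein plus tracer without compound and 100% = blank with tracer alone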
# Target sequence (P61981 whole entry, looked up): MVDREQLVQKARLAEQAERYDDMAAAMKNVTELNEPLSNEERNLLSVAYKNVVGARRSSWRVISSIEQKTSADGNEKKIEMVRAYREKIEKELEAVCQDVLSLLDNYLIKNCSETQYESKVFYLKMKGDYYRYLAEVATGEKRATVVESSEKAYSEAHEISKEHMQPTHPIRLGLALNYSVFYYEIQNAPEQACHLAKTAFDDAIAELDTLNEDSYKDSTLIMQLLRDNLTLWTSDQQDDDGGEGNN
# An asterisk follows results filed as active; & = joins results of further samples. These rows are one share of the data, so the mix of outcomes need not match the whole.
SMILES,14-3-3 PPI
COc1ccc(N(CC(=O)Nc2ccc(F)c(Cl)c2)S(=O)(=O)c2c(C)noc2C)cc1,-12.9
CC1=NN(C(=O)Cc2ccccc2)C(O)(c2ccccc2)C1 (centres undefined),-2.5
Cc1noc(C)c1S(=O)(=O)N(CC(=O)NCc1ccc2c(c1)OCO2)c1ccc(C(C)C)cc1,-5.7
COc1ccccc1NC(=O)N1CCCC1C(=O)Nc1ccc(NC(C)=O)cc1 (centres undefined),-9.8
CCOC(=O)c1c(C)c(C(=O)NCCCOC)c(C)n1C,-1.7
CCN=C(NCC)SC1CC(=O)N(c2cccc(OCC)c2)C1=O (centres undefined),-1.2
COC(=O)[C@H](C)NC(=O)Nc1ccccc1C(F)(F)F,0.9
COc1cc2c(cc1OC)C(C(=O)NCCN1CCN(c3ccccc3F)CC1)C1c3ccccc3CCN1C2=O (centres undefined),-3.7
O=C(CN1CCOCC1)Nc1ccccc1NC(=O)C1CCN(c2ncccn2)CC1,-8.4
C=CCn1c(C(C)NC(=O)c2cc(OC)c(OC)c(OC)c2)nc2ccccc21 (centres undefined),-1.4
CCOC(=O)c1sc(N)c(C(=O)OCC)c1COC(=O)C1CC(=O)N(Cc2ccco2)C1 (centres undefined),0.4
c1ccc(CC2CCN(C(c3cccs3)c3nnnn3C3CCCC3)CC2)cc1 (centres undefined),-7.9
CCOC(=O)c1ccc(NC2SC(=O)N(CCC(=O)O)C2=O)cc1 (centres undefined),-7.8
CCOc1ccc(-n2nc(C(=O)NCc3ccco3)c3ccccc3c2=O)cc1,-6.8
Cc1ccc(NC(=O)CSc2nnc(CNC(=O)c3ccco3)o2)cc1Cl,-4.0
Cc1cc(C)c2nc(N3CCCC(C(=O)NCCN4CCOCC4)C3)sc2c1 (centres undefined),-0.7
Cc1cc[n+](CC(=O)Nc2ccccc2)cc1,6.0
COc1ccc(C2C3=C(CCCC3=O)Nc3nc(SC)nn32)c(OC)c1 (centres undefined),0.1
COc1ccc(Br)cc1C1Nc2ccc(Br)cc2C2C=CCC21 (centres undefined),-75.6
Cc1ccc(NC(=O)Cn2c(C)nc3sc(C)c(C)c3c2=O)cc1F,4.0
O=C(CN1C2CCC1CC(NC(=O)Nc1ccccc1)C2)NCc1ccco1 (centres undefined),-0.2
Cc1cc(C)[n+]2oc(C)cc2n1,-8.3
CCOC(=O)CNC(=O)Nc1cccc(Cl)c1C,-2.9
CCC(C)NC(=O)c1ccc(Sc2ccc(Cl)cc2)c(NC(C)=O)c1 (centres undefined),-2.4
N#CC1C(=O)NC(=O)C([n+]2ccccc2)C1c1ccc(O)cc1 (centres undefined),4.6
O=C(NC1CC2CCCC(C1)N2Cc1cccs1)N1CCOCC1 (centres undefined),-9.5
COc1ccc(CNc2ccccc2C(=O)O)cc1,-8.3
O=C(Nc1cccc2cccnc12)c1cccc(N2C(=O)CCC2=O)c1,2.6
COc1ccc(N=Cc2ccc(Br)s2)cc1,-10.5
CCOC(=O)c1cc2c(=O)n3ccccc3nc2n(CCCOC)c1=NC(=O)c1ccco1,-7.8
COc1ccc(NS(=O)(=O)c2ccc3[nH]cc(C(=O)O)c(=O)c3c2)cc1,-20.2
Cc1nc2ccccc2c(=O)n1NS(C)(=O)=O,6.9
O=C(COc1ccc(Cl)cc1)Nc1ncccn1,-3.6
c1nc(COc2nsnc2N2CCOCC2)cs1,-2.1
CCOC(=O)Cc1c(C)nc(-c2ccccc2)[nH]c1=O,-0.8
CC(=O)C1C(c2cccs2)C(C#N)(C#N)C2c3ccccc3C=CN12 (centres undefined),-413.7
COc1cc(C)nc(Nc2nc(C)c3cc(C)ccc3n2)n1,-11.5
CCCCc1c(C(=O)O)cc(OC)cc1C(=O)O,0.8
O=C(CN1C(=O)NC2(CCCCC2)C1=O)NCCC1=CCCCC1,-3.4
CCC(=O)OCCNc1cc(Sc2cc(C(C)(C)C)ccc2C)c2nonc2c1[N+](=O)[O-],-8.1
Cc1nnc(NC(=O)NC(C)N2C(=O)C3C4C=CC(C4)C3C2=O)s1 (centres undefined),-3.2
CCOC(=O)C1CCN(C(=O)Nc2ccccc2Cl)CC1,-8.2
O=C(CCCSc1nc2ccccc2s1)Nc1nccs1,-6.2
COc1ccc(OC)c(S(=O)(=O)N(C)CC(=O)N2CCN(c3ccccc3)CC2)c1,7.9
NC(=O)CC1NC(=O)c2ccccc21 (centres undefined),6.2
CCOC(=O)c1c(C)oc2c(F)c(F)c(F)c(F)c2c1=O,5.9
O=c1oc2cc(OCc3ccc(Br)cc3)c(Cl)cc2c2c1CCC2,-2.0
CCc1ccc(C2=CC(c3cc(OC)c(OC)c(OC)c3)n3nnnc3N2)cc1 (centres undefined),6.3
O=C(Nc1ccc(S(=O)(=O)Nc2nccs2)cc1)C1CCCN1S(=O)(=O)c1ccc(Cl)cc1 (centres undefined),-20.0
O=C(Nc1ccc2nc[nH]c2c1)c1ccco1,-0.4
COCCn1nnnc1CN1CCC(O)(c2cccc(C(F)(F)F)c2)CC1,0.6
O=C(CCN1C(=O)c2ccccc2C1=O)NCc1ccncc1,-1.0&3.2
Cc1ccc(S(=O)(=O)C2c3ccccc3Oc3ccc(Cl)cc32)cc1 (centres undefined),-2.0
CCOc1cccc2cc(C(N)=O)c(=Nc3sc4c(c3C#N)CCCC4)oc12,2.6
Cc1cccc(-n2nc3c(c2NC(=O)c2ccc(Cl)cc2)CS(=O)(=O)C3)c1C,-4.7
CSC1=NCCN1C(=O)c1ccccc1,-4.4
CCOc1ccc(NC(=O)CCN2CCN(S(=O)(=O)c3ccc(F)cc3)CC2)cc1,0.3
CCCCCCSc1nnc(-c2ccco2)c(-c2ccco2)n1,-48.5
CCN(CC)S(=O)(=O)c1ccc2[nH]cc(C(=O)NCCc3ccc(OC)c(OC)c3)c(=O)c2c1,-3.1
COc1ccc(Cl)cc1N/C(N)=N/c1nc(C)cc(C)n1,3.4

# Other results follow.
SMILES,14-3-3 PPI
CC(NC1CCCCC1O)C(=O)O (centres undefined),-0.5
COc1ccc(C(=O)COC(=O)CN2CC(=O)Oc3ccccc32)cc1Br,-4.4
Cc1nonc1NC(=O)CSc1nc2cc(Cl)ccc2c2c1CCCC2,-9.6
CCc1cccc(NC(=O)CSc2ncccc2C(=O)Oc2ccccc2Cl)c1,-32.9
Cc1cc(N2CCOCC2)nc2ccc(NC(=O)C3CC3)cc12,-3.5
COc1ccc(CCNC(=O)CCN2C(=O)COc3ccccc32)cc1OC,-0.6
O=c1[nH]c2c(cc1CNCCN1CCOCC1)c(-c1cccc(F)c1)nn2-c1ccccc1,-7.0
CCCOc1ccc(C2C(C(=O)OC)=C(C)N(C)C(C)=C2C(=O)OC)cc1,-3.1
CCC(C)(C(=O)NC1CCCCC1)N(Cc1ccco1)C(C)=O (centres undefined),-18.9
CCN(CC)c1ccc(C2N(C(=O)c3ccccc3)CCN2C(=O)c2ccccc2)cc1,-2.2
CC1=C(C(=O)OC2CCCC2)C(c2cccc3ccccc23)NC(=O)N1 (centres undefined),-0.4
O=C1CCC(C2CCC(=O)CC2)CC1,6.0
CC1=[N+]([O-])C(C)(C)C(c2ccc(C)o2)=[N+]1[O-],9.2
CCOC(=O)c1ccc(Nc2ccc3nonc3c2[N+](=O)[O-])cc1,-5.5
Cc1ccc(SCC(=O)N2c3ccccc3Sc3ccccc32)cc1,-1.1
CCN(CC)CCCNC(=O)c1nn(-c2cccc(OC)c2)c(=O)c2ccccc12,-4.8
COC(=O)[C@H](CCSC)NC(=O)N1CCN(c2cccc(C(F)(F)F)c2)CC1,-4.3
CCCCN(C)C(=O)c1sc2ncnc(N3CCC(C)CC3)c2c1C,-1.5
Cc1cccc(N2C(=O)C3C(c4ccccc4F)NN(C(=O)c4cccc(Br)c4)C3C2=O)c1 (centres undefined),-351.4
Cc1cccc(NC(=O)COc2c(C)cccc2C)c1,-11.7

# Reformatted: two of the compounds above.
molecule | 14-3-3 PPI
CCOC(=O)c1c(C)c(C(=O)NCCCOC)c(C)n1C | -1.7
CCN=C(NCC)SC1CC(=O)N(c2cccc(OCC)c2)C1=O (centres undefined) | -1.2

# Carrying on.
SMILES,14-3-3 PPI
COc1ccc(Nc2nnc(-c3ccc(C)c(S(N)(=O)=O)c3)c3ccccc23)cc1C(=O)N1CCCCC1,-20.5
CCOc1cc(OCC)cc(C(=O)Nc2ccc(-c3nc4ccccc4s3)c(O)c2)c1,-11.5
CCc1nnc(NC(=O)c2ccc(-c3cccc([N+](=O)[O-])c3)o2)s1,-84.5
N=c1c2c(-c3ccccc3)c(-c3ccccc3)oc2ncn1CCN1CCOCC1,-8.7
COc1ccc(CN(Cc2ccccn2)C(=O)CN2C(=O)C(C)Oc3ccccc32)cc1 (centres undefined),-7.5
CN(C)CCCN1C(=O)C(=O)/C(=C(/O)c2ccc(F)cc2)C1c1cccs1 (centres undefined),-0.8
Cc1ncoc1C(=O)NCc1ccccc1Cl,-0.7
Nc1ccccc1NC(=O)c1ccc(Cl)cc1,-6.3
Cc1ccc(NC(=O)c2ccc3c(=O)n(C4CCCCC4)c(=S)[nH]c3c2)cc1C,-5.0
c1ccc(CN2CCN(c3ncnc4c3[nH]c3ccccc34)CC2)cc1,-0.9
CCOC(=O)c1sc(NC(=O)CN2CCCC2)c(C(=O)OCC)c1C,7.0
CCn1c(=NC(=O)c2ccc(S(=O)(=O)N3CCCCCC3)cc2)sc2cc(F)ccc21,-0.6
O=C(Cc1ccccc1F)Nc1nc(-c2cccs2)cs1,-6.0
CC1C=CC(C)C(C(=O)O)C1C(=O)O (centres undefined),-1.1
COc1ccc(S(=O)(=O)N2CCN(c3cccc(C)c3C)CC2)cc1OC,0.3
COc1cc(C(=O)CSc2nnc(-c3ccc(O)cc3)n2CC2CCCO2)ccc1NC(C)=O (centres undefined),4.4
Cc1cc2oc(=O)cc(C)c2cc1NC(=O)c1cccc(Br)c1,-17.8
CN1C(=O)c2ccccc2C(C(=O)O)C1c1cccc(Oc2ccccc2)c1 (centres undefined),3.3
CCN(CC)CCCN1C(=O)C(O)=C(C(C)=O)C1c1ccc(OC)cc1OC (centres undefined),-0.5
CC(=O)NC(NC(C)=O)c1ccc(Br)cc1,-3.1
CCn1c(SCC(=O)Nc2cccc(OC)c2)nnc1-c1ccc(Cl)cc1,2.6
CC1CCc2sc3ncnc(N4CCN(c5ccccn5)CC4)c3c2C1 (centres undefined),-4.1
Cn1cc(C(=O)N(CC2CC=CCC2)CC2CCCO2)c(=O)c2cc(S(=O)(=O)N3CCCC3)ccc21 (centres undefined),-2.5
CCOC(=O)C1=C(N)OC2=C(C(=O)CC(C)(C)C2)C1c1cc(OC)c(OC)c(OC)c1 (centres undefined),-8.4
O=C(NCCc1ccccc1)C1CCCN(S(=O)(=O)N2CCCCCC2)C1 (centres undefined),-0.8
COc1ccc(Br)cc1C1C2=C(CC(C)(C)CC2=O)N(CCN2CCOCC2)C2=C1C(=O)CC(C)(C)C2,-0.9
CC(C)c1ccc(NC(=O)C2C3C=CC4(O3)C2C(=O)N(C(C)c2ccccc2)C4C(=O)NC2CCCCC2)cc1 (centres undefined),-4.9
Cc1ccc(NCc2nnc3n2CCCCC3)cc1,0.1
Cn1c(=O)c2c(nc(Oc3cccc(C4Nc5ccc6ccccc6c5C5=C4C(=O)CC(C)(C)C5)c3)n2C)n(C)c1=O (centres undefined),-2.8
COCCN1C(=O)c2ccccc2C(C(=O)N(C)C2CCCCC2)C1c1cn(C)c2ccccc12 (centres undefined),2.9
Clc1cccc(N2CCN(CCNc3nc4ccccc4n4cnnc34)CC2)c1,-17.4
O=C(COc1ccc(S(=O)(=O)NCc2ccccc2)cc1)NCC1CCCO1 (centres undefined),-4.0
CCOC(=O)C1CCCN(C(=O)c2ccc3c(c2)[nH]c(=S)n2c4ccccc4nc32)C1 (centres undefined),-5.0
Cc1ccccc1Cn1c(NC(C)CCO)nc2c1c(=O)n(C)c(=O)n2C (centres undefined),6.6
O=C(NCc1cccc(Cl)c1)c1ccc2c(=O)n(Cc3cccc(Br)c3)c(=S)[nH]c2c1,-6.4
O=C(Cc1ccc(Cl)cc1)Nc1ccc(N2CCN(C(=O)c3ccco3)CC2)c(Cl)c1,3.7
CC(=O)N1c2ccc(S(=O)(=O)NCCCN3CCOCC3)cc2CC1C (centres undefined),-7.0
Cc1cccc(N2CCN(c3ccc(N4C(=O)C5CCCCC5C4=O)cc3[N+](=O)[O-])CC2C)c1 (centres undefined),1.8
CCOC(=O)c1sc(NC(=O)CSc2ccccn2)c(C#N)c1C,-9.1
O=C(O)c1ccc(NC2=CC(=NS(=O)(=O)c3ccc(Cl)cc3)c3ccccc3C2=O)cc1,-84.3
COc1cc(C2Nc3ccccc3NC3=C2C(=O)CC(c2ccccc2)C3)ccc1OCc1ccccc1 (centres undefined),3.8

# Part of the list above, tab-delimited:
SMILES	14-3-3 PPI
Cc1nc2ccccc2c(=O)n1NS(C)(=O)=O	6.9
O=C(COc1ccc(Cl)cc1)Nc1ncccn1	-3.6
c1nc(COc2nsnc2N2CCOCC2)cs1	-2.1
CCOC(=O)Cc1c(C)nc(-c2ccccc2)[nH]c1=O	-0.8
CC(=O)C1C(c2cccs2)C(C#N)(C#N)C2c3ccccc3C=CN12 (centres undefined)	-413.7
COc1cc(C)nc(Nc2nc(C)c3cc(C)ccc3n2)n1	-11.5
CCCCc1c(C(=O)O)cc(OC)cc1C(=O)O	0.8
O=C(CN1C(=O)NC2(CCCCC2)C1=O)NCCC1=CCCCC1	-3.4
CCC(=O)OCCNc1cc(Sc2cc(C(C)(C)C)ccc2C)c2nonc2c1[N+](=O)[O-]	-8.1
Cc1nnc(NC(=O)NC(C)N2C(=O)C3C4C=CC(C4)C3C2=O)s1 (centres undefined)	-3.2
CCOC(=O)C1CCN(C(=O)Nc2ccccc2Cl)CC1	-8.2
O=C(CCCSc1nc2ccccc2s1)Nc1nccs1	-6.2
COc1ccc(OC)c(S(=O)(=O)N(C)CC(=O)N2CCN(c3ccccc3)CC2)c1	7.9
NC(=O)CC1NC(=O)c2ccccc21 (centres undefined)	6.2
CCOC(=O)c1c(C)oc2c(F)c(F)c(F)c(F)c2c1=O	5.9
